# Assay outcomes deposited in PubChem by Sanford-Burnham Center for Chemical Genomics.
# LMPTP inh – LMPTP (human) inhibition | P24666 | recombinant LMPTP-A, OMFP fluorogenic substrate, fluorescence intensity | inhibition, % at 20 µM | 0.22% of 360,000 active | AID 651560;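 active = compounds that cut the enzyme signal by at least half of the control window in the single-dose screen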;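 also: plate controls were DMSO wells with enzyme plus substrate for no effect and substrate without enzyme for full effect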
#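 Test system – LMPTP-A phosphatase enzyme · Quantity – 0.625 nM LMPTP-A final · Reagent – OMFP substrate, 400 µM final · Dosing – one test concentration per compound, 20 µM, with 3% DMSO overall · Timing – 50 min enzyme reaction at room temperature, protected from light · Detection – fluorescence intensity · Controls – substrate-only low control, DMSO enzyme-plus-substrate high control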
# MT1-MMP act inh – MT1-MMP (human) activation inhibition | P50281 | AID 651647 | 0.061% of 360,000 active | GFP/RFP ratio change, % at 20 µM | HT1080 RFP-PRO-GFP cells, GFP/RFP ratio fluorescence, overnight; percent of plate control window, DMSO zero;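 active = GFP/RFP ratio change of at least 30% with cell ATP level not reduced by more than half and red fluorescence within 50% of control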; also: strong numbers were not always called active
#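 Read-out: GFP/RFP fluorescence ratio; Test system: RFP-PRO-GFP reporter HT1080 cells; Compound dosing: single-point 20 µM compound, 1% DMSO; Times: overnight compound exposure at 37 °C.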
# NadD block – blocks S. aureus nicotinate mononucleotide adenylyltransferase. purified NadD enzyme, colorimetric absorbance read-out. inhibition, % at 20 µM. 0.78% of 360,000 active. AID 602399; in the data active = inhibition above about 26%; also: some compounds past the cut are filed as inactive
# Scp-1 inhibitor – blocks human Scp-1 phosphatase activity. Recombinant Scp1, phosphopeptide, malachite green phosphate absorbance. AID 493091. 0.88% of 340,000 active. inhibition, % at 20 µM;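 active = inhibition above about 50% at 20 µM, limit read from the data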;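 also: plate controls were DMSO wells with enzyme for no effect and wells lacking enzyme for full effect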
#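 Test system – truncated SCP-1 phosphatase (76-261aa) · Reagent – Phosphorylated 17-residue peptide substrate · Incubation – 45 min room-temperature reaction, 5 min colour, 30 min stabiliser · Detection – colorimetric phosphate reagent with accelerator and stabiliser, absorbance at 630 nm · Measure – % inhibition at 20 µM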
# Rpn11 block – inhibitors of human proteasome Rpn11; human 26S proteasome, Ub4-pepOG fluorescence polarization; 20S core pre-blocked with epoxomicin; O00487; calls only at 20 µM; 0.59% of 360,000 active;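 active = inhibition at 20 µM, scaled to each plate's controls, above about 33%, limit read from the data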
# Target sequence (O00487 whole entry, looked up): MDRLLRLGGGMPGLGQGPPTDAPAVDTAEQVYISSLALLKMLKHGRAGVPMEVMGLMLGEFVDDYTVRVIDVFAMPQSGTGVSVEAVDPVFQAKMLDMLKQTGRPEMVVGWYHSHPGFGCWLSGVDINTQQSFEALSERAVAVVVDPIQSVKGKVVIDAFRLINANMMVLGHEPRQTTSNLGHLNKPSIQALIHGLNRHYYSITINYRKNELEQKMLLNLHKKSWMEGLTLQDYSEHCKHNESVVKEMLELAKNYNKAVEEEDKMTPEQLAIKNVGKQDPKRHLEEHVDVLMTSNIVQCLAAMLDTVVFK
# SUMO1-SIM PPI – SUMO1-SIM interaction modulation; SUMO1 binding to a labelled peptide, TR-FRET, 1 h; inhibition, % at 20 µM; 0.33% of 360,000 active; AID 602429; in the data active = inhibition above about 37%
# Target sequence (P63165 whole entry, looked up): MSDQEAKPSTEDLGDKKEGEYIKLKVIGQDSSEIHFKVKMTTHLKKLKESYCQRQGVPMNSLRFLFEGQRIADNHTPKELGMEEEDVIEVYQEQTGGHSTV
# SKN-1 inh – inhibitors of C. elegans SKN-1. C. elegans VP596 Pgst-4::GFP/RFP ratio, acrylamide-induced, 24 h. AID 624304. inhibition, % at 21.8 µM. 0.49% of 360,000 active;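 active = interference check ratio from 0.5 to 1.5 plus GFP to RFP signal ratio inhibition reaching or exceeding a fixed threshold, cut at about 30% in these data, passing the limit was not always enough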; also: some compounds called inactive have numbers as strong as hits
# DNMT1 inh – inhibitors of human DNMT1. DNMT1 molecular beacon, Hinp1I cleavage, fluorescence. inhibition (reported as % activation of signal), % at 10 µM. 0.83% of 360,000 active; in the data active = inhibition above about 50%
# STEP inh – STEP (human) phosphatase inhibition; recombinant STEP, OMFP fluorogenic substrate, fluorescence; AID 588621; inhibition, % at 20 µM; 0.25% of 360,000 active; P54829;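 active = inhibition at 20 µM, scaled per plate between control wells, above about 37%, limit read from the data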;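 also: 0% = DMSO with enzyme and substrate and 100% = substrate only without enzyme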
# Target sequence (P54829 whole entry, looked up): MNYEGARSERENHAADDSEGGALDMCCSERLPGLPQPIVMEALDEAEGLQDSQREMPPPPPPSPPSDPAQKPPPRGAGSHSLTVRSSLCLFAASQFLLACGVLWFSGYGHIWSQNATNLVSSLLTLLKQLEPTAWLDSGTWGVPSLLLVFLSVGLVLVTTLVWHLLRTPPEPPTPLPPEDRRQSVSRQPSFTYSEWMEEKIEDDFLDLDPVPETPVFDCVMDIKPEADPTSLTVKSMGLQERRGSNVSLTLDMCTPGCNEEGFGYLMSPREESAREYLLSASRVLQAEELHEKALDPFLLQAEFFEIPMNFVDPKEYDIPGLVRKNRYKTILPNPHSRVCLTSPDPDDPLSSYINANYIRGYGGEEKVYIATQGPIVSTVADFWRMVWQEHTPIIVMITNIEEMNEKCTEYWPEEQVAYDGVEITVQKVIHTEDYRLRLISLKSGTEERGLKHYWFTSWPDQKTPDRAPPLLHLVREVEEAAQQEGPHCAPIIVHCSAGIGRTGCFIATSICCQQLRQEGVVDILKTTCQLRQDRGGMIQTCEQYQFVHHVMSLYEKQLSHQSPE
#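 Also added – OMFP at 25 µM · Test system – STEP tyrosine phosphatase · Technique – FITC-channel fluorescence of OMFP product · Schedule – 20 min at room temperature, dark · Evaluation – control-normalized % inhibition with plate pattern correction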
# CendR NRP1 mod – alters CendR peptide binding to human NRP-1. FAM-RPARPAR peptide binding to NRP-1, fluorescence polarization. inhibition, % at 25 µM. 0.85% of 360,000 active. AID 602438;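 active = inhibition or corrected inhibition above about 18%, plus a signal ratio from 0.5 to 1.5, limit read from the data, passing the limit was not always enough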; also: strong numbers were not always called active
# Numbers without * were called inactive; i = inactive; . = not tested or not shown.
SMILES,LMPTP inh,MT1-MMP act inh,NadD block,Scp-1 inhibitor,Rpn11 block,SUMO1-SIM PPI,SKN-1 inh,DNMT1 inh,STEP inh,CendR NRP1 mod
CC1CCCC(C)N1C(=O)COC(=O)CCc1nc2ccccc2c(=O)[nH]1 (stereo not given),-2.6,5,-5,-10,i,-3,1,0,1,-9
O=C1CC(SCCO)C(=O)N1c1ccc(Oc2ccccc2)cc1 (stereo not given),0.0,-1,5,-9,i,0,9,-6,1,-18
CN(C)C(=O)CNC(=O)CN1C(=O)NC2(CCCc3sccc32)C1=O (stereo not given),-0.4,3,-5,-12,i,4,-1,-3,-1,7
COc1ccc(NC(=O)c2cccc(S(=O)(=O)Nc3ccc(Br)cc3)c2)cn1,2.6,-8,0,-8,i,12,-6,-10,-5,14
CC1CCCCN1S(=O)(=O)c1ccc(C(=O)N(CCCN(C)C)c2nc3cc4c(cc3s2)OCO4)cc1 (stereo not given),-1.6,-1,-9,-2,i,11,1,1,2,22
COC(=O)C1=CN(C2CC2)C=C(C(=O)OC)C1c1ccc(C(=O)OC)cc1,0.4,8,-1,-8,i,-5,0,-2,0,-4
CCOC(=O)CNC(=O)COc1ccc(Cl)cc1Br,-1.7,6,12,-12,i,-2,-17,-3,2,-6
O=[N+]([O-])c1ccc(NC(=S)NCC(c2cccnc2)N2CCOCC2)cc1 (stereo not given),-1.3,-2,0,-8,i,-15,0,-1,1,0
Cc1cc2ccccn2c1C(=O)Nc1cccc(Cl)c1,8.1,-11,3,6,i,-2,62*,-3,-2,5
CC(=O)C1=C(C)NC(SCc2cccc([N+](=O)[O-])c2)=C(C#N)C1c1ccco1 (stereo not given),2.4,-4,-2,3,i,-5,-3,-18,4,-6
COc1ccc(/C=C/C(=O)Nc2ccc(C)c(S(=O)(=O)N3CCOCC3)c2)cc1,2.2,2,-4,-10,i,-2,-5,-9,2,-5
CC(C)(C)NC(=O)C[n+]1ccc(C(N)=O)cc1,-0.2,1,4,-7,i,-7,-4,3,-1,5
CCOc1ccc2oc(=O)cc(CN3CCN(C(=O)c4ccco4)CC3)c2c1,0.1,-1,-5,2,i,-8,-26,1,2,16
CCOC(=O)C(=NC1CCS(=O)(=O)C1)NNc1cc(Cl)ccc1Cl (stereo not given),8.0,-3,-9,-8,i,12,8,-3,5,-7
O=c1ccn(-c2ccccc2)[nH]1,-0.6,1,-4,-6,i,3,10,-1,-2,2

# Filtered by structure, the compounds so far containing a carbonyl joined to an NH by a bond outside any ring
SMILES,LMPTP inh,MT1-MMP act inh,NadD block,Scp-1 inhibitor,Rpn11 block,SUMO1-SIM PPI,SKN-1 inh,DNMT1 inh,STEP inh,CendR NRP1 mod
CN(C)C(=O)CNC(=O)CN1C(=O)NC2(CCCc3sccc32)C1=O (stereo not given),-0.4,3,-5,-12,i,4,-1,-3,-1,7
COc1ccc(NC(=O)c2cccc(S(=O)(=O)Nc3ccc(Br)cc3)c2)cn1,2.6,-8,0,-8,i,12,-6,-10,-5,14
CCOC(=O)CNC(=O)COc1ccc(Cl)cc1Br,-1.7,6,12,-12,i,-2,-17,-3,2,-6
Cc1cc2ccccn2c1C(=O)Nc1cccc(Cl)c1,8.1,-11,3,6,i,-2,62*,-3,-2,5
COc1ccc(/C=C/C(=O)Nc2ccc(C)c(S(=O)(=O)N3CCOCC3)c2)cc1,2.2,2,-4,-10,i,-2,-5,-9,2,-5
CC(C)(C)NC(=O)C[n+]1ccc(C(N)=O)cc1,-0.2,1,4,-7,i,-7,-4,3,-1,5

# Following part.
SMILES,LMPTP inh,MT1-MMP act inh,NadD block,Scp-1 inhibitor,Rpn11 block,SUMO1-SIM PPI,SKN-1 inh,DNMT1 inh,STEP inh,CendR NRP1 mod
COc1ccc(/C=N/NC(=O)CNC(=O)c2ccc(S(=O)(=O)N3CCCC3)cc2)c(OC)c1,-0.8,-1,1,-4,i,-8,1,8,-1,1
COc1cccc(CNc2ncc(C(=O)Nc3cc(OC)c(OC)c(OC)c3)c(C)n2)c1,0.2,-5,-3,-4,i,3,0,-10,1,-8
COc1nnc(-c2ccc(N3CCOCC3)c(NC(=O)C3CCCCC3)c2)c2ccccc12,0.7,-9,3,3,i,4,4,-3,-4,15
Cc1cc(C)n(C(=O)c2ccc(S(=O)(=O)N3CCCC3)cc2)n1,-1.4,0,-1,-7,i,3,4,0,-4,20
Cc1ccc(C(=O)N2CCN(c3ccc(NC(=O)CSc4ccc(Cl)cc4)cc3)CC2)cc1,4.0,1,6,0,i,-1,12,0,1,-10
COc1ccc(C(=O)NNC(=O)C2(C)CC2(Br)Br)cc1 (stereo not given),-0.7,-4,6,1,i,1,21,2,-1,-6
O=C(CNCCC1=CCCCC1)Nc1ccccc1N1CCCCC1,-0.4,-4,-14,-3,i,3,-1,-3,1,0
CCCn1c(SCCc2ccccc2)nc2c1c(=O)[nH]c(=O)n2C,0.6,1,2,4,i,13,-20,2,-1,4
CC1(C)C(=O)Nc2ccccc2N1C(=O)COC(=O)c1cccnc1,0.2,-4,-2,10,i,7,-10,9,3,-2
COc1ccc(/C=N/NC(=S)NCCc2ccccc2)cc1,2.7,5,0,-10,i,-9,8,-8,-1,-2
CCOc1ncccc1C(=O)OCC(=O)c1ccc(Cl)s1,0.7,1,-12,-1,i,-7,-1,0,3,-7
Cc1onc(-c2ccccc2)c1C(=O)N/N=C(\N)COc1ccc(Cl)cc1,-0.9,6,0,-5,i,2,-3,5,2,-15
COc1ccc(NC(=O)CCN=C2NS(=O)(=O)c3ccccc32)cc1S(=O)(=O)N(C)C,-1.4,0,5,-2,i,-16,0,9,-1,4
CCC(C(=O)NCc1ccccc1OC)c1ccccc1 (stereo not given),0.6,3,-6,-1,i,2,-1,1,-3,6
O=C(Cn1ccc(NC(=O)OCc2ccccc2)nc1=O)NCCCc1ccccc1,0.1,1,-2,-1,i,4,-7,3,3,-10
CC(=O)NC1=NN(C(C)=O)C(c2ccccn2)S1 (stereo not given),-0.1,1,-6,11,i,1,-5,9,-3,-6
N#Cc1c(/N=C/c2cc3ccccc3s2)sc2c1CCC2,-0.6,0,0,-7,i,-7,-20,7,-3,-11
CC(C)CN(CCCNC(=O)CN1C(=O)COc2ccc(S(=O)(=O)N3CCC(C)CC3)cc21)CC(C)C,-2.6,-2,-9,-10,i,-3,29,1,-1,7
Fc1cccc(Cl)c1CNCCCSc1ncccn1,0.0,-6,-9,-4,i,-6,15,0,-2,-14
O=C(NCc1ccc(F)cc1)c1cc(C2CCCN(C(=O)C3CCCCC3)C2)on1 (stereo not given),-1.1,5,-4,.,i,-8,-3,-2,-4,6
COc1ccc(Nc2nnc(-c3ccc(C)cc3)c3ccccc23)cc1C(=O)N1CCCCC1,3.8,1,11,2,i,-9,12,-4,4,-3
COC(=O)[C@]12CCCCC=C1N(Cc1ccc(Cl)cc1Cl)C(=O)[C@H](CC(=O)N1CCOCC1)C2,-1.8,-2,-2,.,.,1,-4,.,.,-7
CN(C)C(=O)COC(=O)c1ccccc1Nc1ccc(SC(F)F)cc1,3.2,-2,-10,-8,i,-2,2,-9,1,-1
CCCNC(=O)c1noc2c1CCc1ccccc1-2,-0.5,3,-4,-12,i,3,29,4,-4,-7
O=C(C[n+]1cc(Br)cc(Br)c1)c1ccc(Cl)cc1,-1.0,6,1,-2,i,-10,-1,-4,-2,-5
Cc1ccc(OCCN2C(=O)OC(C)(C)C2(C)O)cc1 (stereo not given),-1.9,4,-2,-2,i,-5,6,5,2,-2
Cc1ccc(OCC(O)Cn2c(=N)n(CCN3CCCCC3)c3ccccc32)cc1 (stereo not given),1.1,3,-8,-5,i,2,14,0,-6,-11
Cc1cc(N2C(=O)CC(Cc3ccccc3)C2=O)no1 (stereo not given),-1.7,7,3,-2,i,1,-6,-1,2,16
Cc1cc(=O)[nH]c(SCc2ccc(Cl)cc2Cl)n1,1.6,-2,-3,-14,i,6,0,-1,-1,14
COC(=O)[C@@]1(Cc2ccc(F)cc2)[C@H]2c3cc(C(=O)N(C)C)n(Cc4ccc(S(C)(=O)=O)cc4)c3C[C@H]2CN1C(=O)c1ccccc1,-0.8,-4,-12,.,.,2,2,.,.,-22
NC(=N\N=Cc1ccco1)/C(N)=N/N=Cc1ccco1,36,2,4,62*,i,2,20,55*,7,6
CC1CC(=O)NN=C1c1ccc(N(C)C)c([N+](=O)[O-])c1 (stereo not given),1.1,6,-4,0,i,-23,6,-4,-1,-3
CC(NC(=O)C1CCCN(S(=O)(=O)c2ccc(-n3cnnn3)cc2)C1)c1ccc(F)cc1 (stereo not given),-1.2,-38,1,-5,i,5,6,1,-1,-11
N#Cc1ccccc1OCC(=O)NCCNC(=O)COc1ccccc1C#N,-1.2,-2,-1,-2,i,5,10,-2,-2,-3
CC(C)Oc1ccc(/C(O)=C2/C(=O)C(=O)N(CCCn3ccnc3)C2c2cccnc2)cc1 (stereo not given),-4.1,2,3,-5,i,-6,3,-2,-3,-9
Cc1ccc(C2=NN(C(=O)CCCC(=O)O)C(c3ccco3)C2)cc1 (stereo not given),0.0,-1,0,-8,i,1,8,-1,1,3
c1ccc2c(c1)ncn2-c1ccc(-c2ccnc3ncnn23)cc1,1.1,5,2,-3,i,-14,9,-1,2,-2
CN(C(=O)c1cccc(NC(=O)Cc2ccc(NC(=O)C3CCCN(C(=O)C4CCCC4)C3)cc2)c1)C1CCCC1 (stereo not given),-0.7,-1,13,4,i,-1,6,2,0,12
CSc1nc(Oc2cccc(C(F)(F)F)c2)cc(C(F)(F)F)n1,-0.9,2,1,-9,i,1,-17,-2,-2,0
COc1ccc(C(=O)NCc2ccc(-c3nc4ccccc4s3)cc2)cc1OC,-2.3,1,-9,-3,i,-15,20,-8,4,0
CCC1(c2ccccc2)NC(=O)N(Cc2cccc([N+](=O)[O-])c2)C1=O (stereo not given),1.2,2,-1,-3,i,-20,3,1,0,-1
CCOC(=O)C1=C(C)N=C2c3ccccc3C(=O)C2C1c1ccccc1 (stereo not given),0.9,5,-3,0,i,-10,12,1,1,14
CCCOC(=O)CCCCC1SCC(NC(=O)OC)C1NC(=O)OC (stereo not given),-0.7,-2,0,-9,i,3,11,0,-2,-8
CCOc1ccccc1NC(=O)CCc1c(C)nn(-c2ccc(N3CCCCC3)nn2)c1C,0.4,7,-1,-3,i,-7,6,-1,-1,-8
Cc1ccccc1C1CC(c2cccs2)=NN1S(C)(=O)=O (stereo not given),0.3,-7,4,5,i,-6,23,2,-2,-51
CCCC(C(=O)Nc1ccc2c(C)cc(=O)oc2c1)c1ccccc1 (stereo not given),-1.3,1,-6,-6,i,-4,10,3,0,-2
